# UTI89 phage lysis – protection from phage-mediated lysis, alamar blue read-out – E. coli UTI89, K1F phage, bacterial capsule biogenesis inhibitors (AID 488966); E. coli UTI89 K1F phage lysis, alamar blue, 2 h; higher % means a stronger effect; inhibition, % at 100 µM, or IC50 in µM where a hit was titrated; actives 0.02% (n = 340,000);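 active means phage lysis inhibition, versus mean bacterial control, above a set limit; inconclusive means no clear call, values can overlap the other calls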;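 further: capsule biogenesis inhibitors block K1F phage lysis so surviving cells raise fluorescence; higher fluorescence means more inhibition of phage lysis; actives were called in the ten point dose series up to 300 µM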
# RSV antiviral HEp-2 – inhibition of RSV-induced cytopathic effect – HEp-2 cells, primary 10 µM value included (AID 2391). actives 0.13% (n = 310,000). CPE inhibition, % at 10 µM; hits with a dose series show IC50 in µM. HEp-2 cells, RSV-induced CPE inhibition; higher % means a stronger effect; in the data active means a potency from the dose series; inconclusive means CPE inhibition mostly from about 23% at the one dose, without a potency; inactive means the rest, 99 in 100 with CPE inhibition below about 21%; further: strong numbers were not always called active
# ER stress rescue – rescue of cells from ER stress-induced death, primary screen, 384-well, CSM14.1, thapsigargin, ATP luminescence (AID 1222) | 190,000 tested, under 10 active | cellular ATP content (survival), % at 20 µM, or EC50 in µM where a hit was titrated | CSM14.1 thapsigargin-induced death rescue, ATP luminescence; higher % means a stronger effect;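 active means EC50 below 50 µM in the dose-response confirmation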;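 further: death triggered by thapsigargin at about 15 µM added after 2 h compound pretreatment; cell ATP read after overnight thapsigargin exposure of roughly 18 to 22 hours; normalized against plate controls of thapsigargin alone and 5% DMSO vehicle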
# Dengue-2 NS5 capping – Dengue-2 NS5 methyltransferase inhibitors, primary screen, biochemical, confirmation dose response (AID 588689); Dengue-2 NS5 methyltransferase capping enzyme assay, biochemical; higher % means a stronger effect; inhibition, % at 25 µM, or IC50 in µM where a hit was titrated; actives 0.3% (n = 340,000); in the data active means a potency from the dose series; inconclusive means inhibition above about 29% without an active follow-up result
# Yfh1-off respiration – enhancers of respiration in Yfh1-depleted yeast, dose response, Friedreich's ataxia, plus single-dose screen (AID 1465); one-dose fold induction at 50 µM; EC50 in µM for titrated hits; actives 0.074% (n = 220,000); S. cerevisiae Yfh1-off respiration, WST-1 reduction, 72 h; higher fold induction means a stronger effect;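 active means fold induction of absorbance versus untreated yeast above a set limit, then at least 30% activation at any dose in follow-up; inconclusive means repeats straddling the limit, or above it without dose testing; inactive means fold induction below the set limit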;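 further: activators that raise dye reduction in frataxin-depleted yeast; strong numbers were not always called active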
# WT yeast gro inh – growth inhibition of WT yeast, mitochondrial fusion screen | mitochondrial fusion phenotypic screen, WT strain | inhibition, % at 10 µM | actives 2.1% (n = 190,000); in the data active means inhibition above about 58%; tested in S. cerevisiae
# XIAP antagonists – XIAP antagonists, biochemical, IAP family, fluorescence polarization (AID 1018) | XIAP BIR domain, fluorescence polarization peptide displacement; higher % means a stronger effect | actives 0.007% (n = 200,000) | displacement, % at 20 µM; hits with a dose series show IC50 in µM; in the data active means displacement above about 50%; further: a part of the inactive calls stands beside numbers as strong as those of hits
# Large T inhibition – SV40 large T antigen inhibitors, biochemical (AID 1903); SV40 large T antigen ATPase/helicase inhibition assay; higher % means a stronger effect; inhibition, % at 20 µM, or IC50 in µM where a hit was titrated; actives 0.39% (n = 310,000); in the data active means a potency from the dose series; inconclusive means inhibition mostly from about 32% at the one dose, without a potency; inactive means the rest, 99 in 100 with inhibition below about 32%; further: strong numbers were not always called active
# West Nile virus CPE – inhibition of WNV-induced cytopathic effect – cell-based, CPE readout (AID 1621); West Nile virus-infected cells, CPE inhibition; higher % means a stronger effect; actives 0.02% (n = 290,000); CPE inhibition, % at 10 µM, or IC50 in µM where a hit was titrated; in the data active means a potency from the dose series; inconclusive means CPE inhibition mostly from about 3.7% at the one dose, without a potency; inactive means the rest, 99 in 100 with CPE inhibition below about 2.2%; further: strong numbers were not always called active
# WT yeast gro inh mutant strain – also measured in WT yeast gro inh; calls as there; inhibition, %; mitochondrial fusion phenotypic screen, mutant strain inhibition
# Dengue-2 NS5 capping pilot replicate – also measured in Dengue-2 NS5 capping; calls as there; inhibition, %; measured here: pilot screen replicate inhibition
# * marks the source's active call; other numbers are inactive results; i = inactive; u = inconclusive; x = not tested or not shown; [ ] = remark or other dose.
SMILES,UTI89 phage lysis,RSV antiviral HEp-2,ER stress rescue,Dengue-2 NS5 capping,Yfh1-off respiration,WT yeast gro inh,WT yeast gro inh mutant strain,XIAP antagonists,Large T inhibition,West Nile virus CPE,others
COC(=O)c1c(CSc2ccc(Cl)cc2)noc1C(=O)NCc1ccco1,0.9%,6.2%,-0.5%,-5%,i,7,3,-5.6%,15%,-0.2%,
COc1ccc(CNC(=O)c2ccc(=O)oc2)cc1OC,-1.4%,1.3%,-0.8%,-2%,i,-20,-15,-2.2%,1%,-0.3%,
CCOc1ccccc1NC(=O)COc1coc(CN2CCCc3ccccc32)cc1=O,-0.5%[50 µM],u,x,-8%,x,x,x,x,14%,x,
Cc1ccc(CSc2nc3c(c(=O)[nH]2)C(c2ccncc2)C2=C(CCCC2=O)N3)cc1 (stereo not drawn),0.5%,2.5%,-1.3%,7%,i,-17,-13,-5.0%,13%,0.6%,
CC(C)Cn1c(N)c(C(=O)CSc2nc3ccccc3c(=O)n2CCCN2CCOCC2)c(=O)n(C)c1=O,x,-3.1%,-0.5%,x,i,-5,1,-7.9%,-3%,-0.2%,
CN1CCCN(C(=O)c2cccc(Cl)c2)CC1,-0.1%,1.6%,x,-4%,x,x,x,x,-1%,-0.1%,Dengue-2 NS5 capping pilot replicate=0.0
CCCCN1C(N)=NC[C@@H]1CC1CCCCC1,i,0.7%,x,-6%,i,x,x,x,28%,-0.3%,
CCOC(=O)C1CN(S(=O)(=O)c2ccc(C)cc2)c2ccccc2O1 (stereo not drawn),-1.2%,0.9%,x,1%,x,x,x,x,18%,0.3%,
Cc1ccc(C(=O)NN2CC(O)=C(c3nc(-c4cccc([N+](=O)[O-])c4)cs3)C2=N)cc1,0.3%,-2.1%,-0.5%,3%,i,12,9,-2.5%,-2%,-0.3%,
Cc1ccc(NC(=O)CCNC(=O)c2ccco2)cc1Cl,0.4%,2.0%,x,-4%,x,x,x,x,9%,-0.1%,
CCC1(C)Cc2[nH]c(=O)c(C#N)cc2CO1 (stereo not drawn),-1.8%,3.6%,4.1%,-4%,i,-12,-2,-8.0%,7%,0.1%,
Cc1ccc(C(C(=O)NC(C)(C)C)N(C(=O)c2csnn2)c2cccc(F)c2)o1 (stereo not drawn),-0.2%,0.3%,-2.7%,-2%,i,-2,-25,-4.3%,7%,-0.9%,
COC(=O)C1=C(N)OC2=C(C(=O)CCC2)C1c1ccc2c(c1)OCO2 (stereo not drawn),0.0%,0.8%,x,2%,x,x,x,x,7%,0.2%,Dengue-2 NS5 capping pilot replicate=1.8
CCN(CC)CCCNC(=O)c1cc2c(=O)[nH]c3ccc(C)cc3c2s1,1.0%[50 µM],-1.1%,x,-3%,x,x,x,x,7%,-0.1%,
O=C1NCCC/C1=N/Nc1cc(F)ccc1F,-0.8%,x,x,-3%,i,x,x,x,20%,-0.3%,
Cc1cccc(C(CC(=O)O)NC(=O)C(F)(F)F)c1 (stereo not drawn),i,-0.8%,-0.8%,-9%,i,-15,10,-8.4%,11%,0.1%,
Cc1cccc(NC(=O)/C(C#N)=C/c2ccc(Sc3ccccc3)o2)c1C,0.2%,-0.1%,-1.9%,-14%,i,-9,6,-3.5%,26%,-0.6%,
CC(CCc1ccccc1)NC(=O)COC(=O)C1CCC(C(C)(C)C)CC1 (stereo not drawn),-5.2%,3.5%,-1.1%,3%,i,48,2,-2.1%,-2%,u,
O=C(COc1ccc2c3c(c(=O)oc2c1)CCCC3)NC(Cc1ccc(Cl)cc1)C(=O)O (stereo not drawn),0.3%,2.2%,x,2%,x,x,x,x,x,-0.3%,
N/C(=N\OC(=O)CCCOc1ccccc1)c1cccc(Br)c1,0.3%,0.0%,-1.0%,-7%,i,24,30,-2.3%,-1%,0.4%,
CC1CN(C(=O)CCC(=O)NC(C)c2ccccc2)c2cc(Cl)ccc2O1 (stereo not drawn),-0.4%,3.0%,x,-2%,x,x,x,x,17%,-1.1%,
CCOc1ccc(CCNC(=O)C2CC(=O)N(Cc3ccc(OC)cc3)C2)cc1OCC (stereo not drawn),0.9%,-1.0%,x,-1%,x,x,x,x,x,-0.2%,
Cc1cccc(NC(=S)NNC(=S)NCc2ccccc2)c1,0.4%,15%,0.5%,1%,i,7,15,-4.5%,u,0.2%,Dengue-2 NS5 capping pilot replicate=1.1
O=C(COc1ccc2ccccc2c1)N1CCN(C(=O)c2cccnc2)CC1,0.0%,1.1%,0.3%,0%,i,-3,13,-1.3%,16%,-0.1%,
CC1(C)S[C@@H]2C(C(=O)OCc3ccccc3)NC(=O)N2C1C(=O)OCc1ccccc1 (stereo partly drawn),1.1%,-0.2%,x,-10%,i,x,x,x,8%,0.1%,

# Following part.
SMILES,UTI89 phage lysis,RSV antiviral HEp-2,ER stress rescue,Dengue-2 NS5 capping,Yfh1-off respiration,WT yeast gro inh,WT yeast gro inh mutant strain,XIAP antagonists,Large T inhibition,West Nile virus CPE,others
CNC(=O)C1CCN(S(=O)(=O)c2c(C)noc2/C=C/c2cccc(OC)c2)CC1,-2.6%,-0.2%,x,-3%,x,x,x,x,x,-0.3%,
O=C(CSc1ccc(-c2ccc(Br)cc2)nn1)N1CCOCC1,0.1%,6.9%,-2.1%,-6%,i,-5,-4,-2.1%,0%,-0.9%,
CC(C)Cn1c(N2CCN(C(=O)/C=C/c3ccccc3)CC2)nc2ccccc21,-1.3%,2.4%,1.1%,-12%,i,24,13,-13%,4%,-0.7%,
C/C(=N\NC(=O)CN1CCN(S(=O)(=O)c2ccc(C)cc2)CC1)c1ccc(O)cc1,-0.2%,-0.7%,x,-6%,i,x,x,x,28%,0.1%,
COc1ccc(-c2cc(NCCc3ccncc3)n3ncnc3n2)cc1,0.0%,-0.4%,-1.3%,0%,i,10,-1,-6.5%,6%,0.3%,
N=C1/C(=C/c2cccn2-c2cccc([N+](=O)[O-])c2)C(=O)N=C2SC=CN12,x,5.0%,-2.3%,x,i,16,14,-2.8%,6%,1.3%,
COc1cccc(NC(=O)CSc2nc(=O)n(CCN(C)C)c3c2CCCC3)c1,1.4%[50 µM],-2.7%,x,-4%,x,x,x,x,1%,x,
Cc1ccc(-c2c[n+]3c(n2-c2ccccc2)SCC3)cc1,0.6%,2.7%,x,-4%,i,x,x,x,12%,0.0%,
O=S(=O)(N1CCOCC1)n1c(Cc2ccccc2)nc2ccccc21,1.5%,0.3%,x,0%,i,5,1,-5.6%,0%,-0.5%,
Cn1c(=O)[nH]c(=O)c2c1nc(OC(=O)c1ccccc1)n2CC(O)COc1ccc(F)cc1 (stereo not drawn),-1.4%,x,-2.4%,3%,i,-7,-21,-1.8%,15%,0.3%,
CC1=Nc2cc(C(=O)O)ccc2Sc2ccc(Br)cc21,-1.2%,2.7%,-3.2%,7%,x,4,-13,-4.1%,u,x,
Brc1ccc2oc3c(N4CCOCC4)ncnc3c2c1,0.2%,x,0.8%,-3%,i,52,27,-4.0%,11%,-0.3%,
CCC(=O)Nc1nnc(S(=O)(=O)N(C)c2cc(C)cc(C)c2)s1,1.5%[50 µM],1.4%,x,-3%,x,x,x,x,-14%,-1.2%,
O=C1C(Cl)=C(N2CCOCC2)C(=O)N1c1ccc(Br)cc1,0.0%,-0.5%,x,36µM*,x,x,x,x,18%,-0.2%,
O=C(COc1ccc2ccc(=O)oc2c1)NCc1ccccn1,1.4%,-0.7%,x,-4%,x,x,x,x,7%,0.3%,
CN(C)S(=O)(=O)c1cccc2c1C(=O)c1ccccc1C2=O,2.0%[50 µM],2.4%,-1.1%,-2%,i,5,-9,-0.5%,6%,-1.4%,
CNC(=S)N1CCN(c2cccc(OC)c2)CC1,-0.1%,-1.2%,5.7%,-4%,i,-10,-9,-7.1%,-1%,1.2%,
CCN1CCN(CCC2Oc3cc([N+](=O)[O-])ccc3NC2=O)CC1 (stereo not drawn),0.4%,-0.1%,2.0%,-7%,i,3,4,-11%,-2%,0.4%,
CC(C)(C)c1nnc(NC(=O)C2CCN(C(=O)c3ccco3)CC2)s1,0.2%,1.1%,x,-6%,x,x,x,x,3%,1.3%,
COc1cc2c(cc1OC)CN(CC(=O)Nc1ccc(S(=O)(=O)N3CCCC3)cc1)CC2,0.2%,0.5%,x,-5%,x,x,x,x,3%,-0.2%,
CCC(=O)Nc1nc2ccccc2n1Cc1ccccc1Cl,0.2%,-1.0%,x,-5%,i,x,x,x,-3%,-0.6%,
CC(C)(C)c1ccc(OCC(=O)NCCN2CCOCC2)cc1,0.5%,2.5%,x,-7%,x,x,x,x,2%,-0.7%,
CC(=O)OCC[n+]1c(C)n(-c2ccccc2)c2ccc(Cl)cc21,1.1%,0.1%,-1.4%,x,i,1,-2,-7.2%,10%,0.1%,
CN(C)CC(C)(C)CN=Cc1c(O)[nH]c2ccccc12,0.2%,-2.0%,x,2%,i,x,x,x,14%,0.1%,
CCOc1cc(/C=C2/C(=N)N3OC(C)=CC3=NC2=O)ccc1OC(=O)c1ccco1,0.2%,0.3%,3.1%,-13%,i,3,6,-7.0%,15%,0.0%,

# Additional entries follow.
SMILES,UTI89 phage lysis,RSV antiviral HEp-2,ER stress rescue,Dengue-2 NS5 capping,Yfh1-off respiration,WT yeast gro inh,WT yeast gro inh mutant strain,XIAP antagonists,Large T inhibition,West Nile virus CPE,others
Cc1ccc(-c2csc(N(CCc3ccccc3)C(=O)COc3ccccc3)n2)cc1,-0.2%,7.6%,4.4%,-7%,i,3,4,-4.1%,1%,-1.2%,
COC(=O)c1ccccc1OCC(=O)NC1CCCCC1,0.4%,-0.9%,-3.1%,-1%,i,-28,-2,-3.8%,1%,0.8%,
CC(C)Nc1nc(NC(C)C)nc(N(C#N)C(C)C(=O)N(C)C)n1 (stereo not drawn),x,x,-0.5%,x,i,4,-5,-9.3%,-1%,-0.1%,
COc1cccc(C(=O)Nc2ccc3c(c2)C(=O)NC3=O)c1,-0.8%,4.4%,x,-3%,x,x,x,x,x,1.6%,
Cc1ccc(NC(=O)N2CCCC(C(=O)O)C2)cc1 (stereo not drawn),0.1%,-0.8%,x,1%,i,x,x,x,16%,0.1%,
OCCCCc1nccc2c1[nH]c1ccccc12,0.1%,4.5%,x,-20%,i,x,x,x,24%,-0.1%,
CCOC(=O)c1ccccc1NC(=O)CSc1nc2ccccc2c(=O)[nH]1,0.3%,0.6%,-0.2%,-3%,i,3,-10,-10%,21%,-0.2%,
COc1cc(/C=N/NC(=O)c2cccnc2)ccc1OS(=O)(=O)c1cc(C)ccc1C,0.2%,5.6%,-0.5%,-4%,i,10,-13,-0.3%,1%,-0.2%,

# Screens from PubChem.
